Source: PubChem BioAssay
L3MBTL1 inh: blocks human L3MBTL1; AlphaScreen L3MBTL1–H3K9me1 peptide binding; Q9Y468; Potency, µM (top dose mostly 57.1 µM), without a hit: at the top dose activity, negative = inhibition, actives largely listed as inhibitors; 0.66% of 230,000 active; also: nearly all actives have a fitted effect of over 60% in size
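AlphaScreen assay: L3MBTL1 (50 nM final) was preincubated 30 min at room temperature with biotinylated H3(1-15)K9me1 peptide (75 nM final), then 30 min with library compounds; streptavidin donor and nickel chelate acceptor beads (10 ug/mL final) added, 30 min dark.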
Tau fibril ThT: tau fibrillization inhibition (ThT binding); P10636; recombinant tau K18 P301L, heparin-induced fibrillization, ThT fluorescence; Potency, µM (titrated, usually from 57.4 µM), without a hit: at the top dose activity, negative = inhibition, most hits filed as inhibitors; 2.1% of 270,000 active; also: nearly all actives have a fitted effect of over 55% in size
Target sequence (P10636 561-689 P618L limits assumed): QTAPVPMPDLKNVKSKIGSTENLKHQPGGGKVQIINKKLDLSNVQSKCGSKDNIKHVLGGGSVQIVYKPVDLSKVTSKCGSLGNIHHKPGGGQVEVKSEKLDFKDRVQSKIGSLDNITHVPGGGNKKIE
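Heparin-induced (20 uM) aggregation of recombinant human K18 P301L tau, 15 uM unlabeled with 0.24 uM labeled, pH 7 acetate buffer, 6 hr at 37 C with compound. Fibrils quantified by 30 uM ThT fluorescence after 1 hr ambient incubation.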
TRb SRC2 PPI: inhibitors of human thyroid hormone receptor beta-SRC2 interaction | TRbeta-SRC2 peptide binding, fluorescence polarization; receptor liganded with 1 µM T3 | Potency, µM (doses to about 106 µM), without a hit: at the top dose activity change, negative = inhibition, most hits filed as inhibitors | 0.065% of 280,000 active | AID 1469;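 also: plate controls were bound peptide for no effect and peptide without receptor for full effect; nearly all actives have a fitted effect of over 50% in size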
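Human TRb ligand-binding domain (0.6 uM) is mixed with 20 nM Texas Red SRC2 peptide and 1 uM T3; after compound addition and 5 hr at ambient temperature, polarization is measured and normalized to unbound and bound controls.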
Tau fluor counter: counter-screen for tau fibril formation inhibitors; tau K18 P301L Alexa594 fluorescence, heparin fibrillization; Potency, µM (series often up to 57.7 µM), for inactives: at the highest dose activity change, negative = decrease; 0.93% of 280,000 active; AID 1463; also: nearly all actives have a fitted effect of over 55% in size
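Human tau K18 P301L (15 uM unlabeled, 0.24 uM Alexa 594-labeled) in 100 mM sodium acetate pH 7 with 20 uM heparin, 6 hr at 37 C. ThT 30 uM added, 1 hr ambient; Alexa 594 FP and total fluorescence read at 555/632 nm.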
ALDH1A1 block: inhibitors of human aldehyde dehydrogenase 1A1 | Potency, µM (series often up to 75.3 µM), without a hit: at the highest dose activity, negative = inhibition, usual class: inhibitors | AID 1030 | P00352 | 7.3% of 220,000 active | Purified ALDH1A1, NADH fluorescence, propionaldehyde substrate; active = well fitted inhibition curve with a large enough effect, not every such curve was filed as active; inconclusive = small, poorly fitted or top-dose-only effect, or another doubt; inactive = no such curve, though single readings can be large or run the other way;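 also: plate controls were no enzyme wells and a reference inhibitor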
Target sequence (P00352 whole entry, looked up): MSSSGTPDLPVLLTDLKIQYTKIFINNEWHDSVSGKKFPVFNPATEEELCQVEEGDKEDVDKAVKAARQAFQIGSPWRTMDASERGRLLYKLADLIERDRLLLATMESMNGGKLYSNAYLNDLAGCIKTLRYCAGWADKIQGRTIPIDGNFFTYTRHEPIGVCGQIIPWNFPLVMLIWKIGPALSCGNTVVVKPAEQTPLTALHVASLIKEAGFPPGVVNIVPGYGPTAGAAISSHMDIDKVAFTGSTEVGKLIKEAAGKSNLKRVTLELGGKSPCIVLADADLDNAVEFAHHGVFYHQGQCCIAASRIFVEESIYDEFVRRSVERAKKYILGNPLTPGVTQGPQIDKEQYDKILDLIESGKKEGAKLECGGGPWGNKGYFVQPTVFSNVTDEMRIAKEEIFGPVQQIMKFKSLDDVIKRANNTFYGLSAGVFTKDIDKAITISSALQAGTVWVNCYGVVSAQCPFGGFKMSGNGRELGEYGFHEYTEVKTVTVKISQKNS
Tau FP inhib: blocks human tau fibril formation measured by polarization | P10636 | 0.39% of 280,000 active | Potency, µM (top dose mostly 57.7 µM), for inactives: top-dose activity, negative = inhibition, usual class: inhibitors | AID 1468 | K18 P301L tau heparin fibrillization, Alexa594 FP, 6 h; also: nearly all actives have a fitted effect of over 55% in size
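Recombinant K18 P301L […], labeled with Alexa 594 at 0.24 uM over 15 uM unlabeled; heparin inducer 20 uM final; 37 C, 6 hr; FP endpoint.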
TR SRC2 fluor cs: alters Texas Red total fluorescence, flagging assay interference; TRb/SRC2 Texas Red total fluorescence interference; Potency, µM (doses to about 106 µM), for the others: top-dose fluorescence change, negative = quenching; 0.29% of 280,000 active; active = well fitted curve in either direction with a large enough effect; inconclusive = small, poorly fitted or top-dose-only effect
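Human TRb ligand-binding domain at 0.6 uM with 20 nM Texas Red SRC2 peptide in Tris buffer containing 1 uM T3 and 5% DMSO, incubated with compound 5 h at ambient temperature. Total fluorescence (555/632 nm) calculated as parallel + 2 × perpendicular.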
aGal spleen mod: alpha-galactosidase A (human) modulation; human spleen homogenate, 4MU-alpha-Gal fluorescence, 40 min; 0.008% of 240,000 active; Potency, µM (titrated, usually from 80 µM), without a hit: top-dose activity change, negative = inhibition, usual class: inhibitors; AID 2107; P06280;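 also: 0% = enzyme with vehicle and -100% = no enzyme basal signal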
Target sequence (P06280 32-429 limits assumed): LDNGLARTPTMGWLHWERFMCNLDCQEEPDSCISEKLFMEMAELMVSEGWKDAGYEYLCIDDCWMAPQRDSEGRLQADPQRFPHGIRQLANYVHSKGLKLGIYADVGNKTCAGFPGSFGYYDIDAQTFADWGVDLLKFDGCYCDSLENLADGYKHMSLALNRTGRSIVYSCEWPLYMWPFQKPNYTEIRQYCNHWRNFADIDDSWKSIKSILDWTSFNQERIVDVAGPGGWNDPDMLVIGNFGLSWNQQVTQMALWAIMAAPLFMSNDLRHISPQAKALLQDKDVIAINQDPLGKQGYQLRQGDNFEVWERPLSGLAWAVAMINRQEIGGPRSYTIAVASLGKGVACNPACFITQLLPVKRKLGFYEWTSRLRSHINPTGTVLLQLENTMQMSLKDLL
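qHTS titration in buffer at pH 5.0. Alpha-galactosidase activity in spleen homogenate was measured via 4-methylumbelliferone release from 1 mM fluorogenic substrate after 40 min at 37C and a pH 10 stop. AC50 came from Hill fits of control-normalized data.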
* marks the source's active call; other numbers are inactive results; u = inconclusive; x = not tested or not shown; & = joins results of further samples; [ ] = remark or other dose. Unless noted, calls follow the shape of the dose curve; as a rule, active = well fitted curve in the direction sought with a large enough effect; inconclusive = small, poorly fitted or top-dose-only effect, or another doubt; inactive = no such curve, though single readings can be large; an effect the other way counts as inactive or inconclusive. Unless noted, % is scaled to controls: 0 for no effect and ±100 for the full control effect; potency is read from the fitted curve at half-maximal effect.

compound,L3MBTL1 inh,Tau fibril ThT,TRb SRC2 PPI,Tau fluor counter,ALDH1A1 block,Tau FP inhib,TR SRC2 fluor cs,aGal spleen mod
Cc1nn(-c2ccccc2)c(C)c1/C=N/NC(=O)c1cc(-c2cccc3ccccc23)n[nH]1,-8%,u,-3%,-23%,1%,u,-3%,-5%
CC(C)NC(=O)NC(=O)COC(=O)CCOc1ccccc1,x,-5%,-6%,-8%,-3%,-1%,-1%,-2%
COc1cc(NS(=O)(=O)c2ccc(NC(=O)c3ccc(S(=O)(=O)N4CCCCC4)cc3)cc2)ncn1,x,-2%,0%,-17%,u,-4%,0%,1%
CNC(=O)N(c1ccccc1)c1ccccc1,-2%,-2%,-8%&-1%,6%,6%&4%,7%,-4%&0%,6%&5%
COc1ccccc1NC(=O)C(=O)NCC1COc2ccccc2O1 (centres undefined),0%,-20%,5%,-28%,-2%,2%,0%,3%
CN1CCN(C(=S)c2cn(Cc3ccccc3F)c3ccccc23)CC1,x,-2%,0%,-12%,-5%,10%,2%,2%
COC(=O)c1cc2oc3ccccc3c2n1Cc1ccccc1Cl,x,-1%,1%,-15%,x,-11%,-17%,x
CCOC(=O)Nc1ccc(S(=O)(=O)N2CCC(C)CC2)cc1,2%[11.4 µM],-7%,-1%,-10%,-4%,-6%,0%,-4%
Cc1ccsc1C1C2=C(CCCC2=O)Nc2ncnn21 (centres undefined),14%,-1%,6%,1%,u,6%,-5%,1%
CCC(=O)Nc1ccc2nc(C3CC3)n(Cc3ccc(C(C)(C)C)cc3)c(=O)c2c1,x,2%,-2%,-22%,x,-16%,-4%,-15%
Cc1ccc(OCC(=O)Nc2ccccc2F)cc1C,5%,-15%,6%[53 µM],-10%,-4%,-3%,-1%[53 µM],4%
CN1C(C(=O)NCc2cccc(C(F)(F)F)c2)CC2Cn3c(nc4cc(Cl)c(Cl)cc43)C21 (centres undefined),x,-8%,5%,-1%,x,15%,-2%,-15%

Gathered by group, the entries above with a Cl atom (two)
compound,L3MBTL1 inh,Tau fibril ThT,TRb SRC2 PPI,Tau fluor counter,ALDH1A1 block,Tau FP inhib,TR SRC2 fluor cs,aGal spleen mod
COC(=O)c1cc2oc3ccccc3c2n1Cc1ccccc1Cl,x,-1%,1%,-15%,x,-11%,-17%,x
CN1C(C(=O)NCc2cccc(C(F)(F)F)c2)CC2Cn3c(nc4cc(Cl)c(Cl)cc43)C21 (centres undefined),x,-8%,5%,-1%,x,15%,-2%,-15%

(cont.)
compound,L3MBTL1 inh,Tau fibril ThT,TRb SRC2 PPI,Tau fluor counter,ALDH1A1 block,Tau FP inhib,TR SRC2 fluor cs,aGal spleen mod
O=C(Nc1nc(-c2ccccc2)cs1)C1CCCN(S(=O)(=O)c2cccc([N+](=O)[O-])c2)C1 (centres undefined),x,-22%,4%,u,5%,8%,-10%,2%
Cc1cccc(N2CCN(C(=O)CS(=O)(=O)c3cccc4nsnc34)CC2)c1C,x,-12%,3%,-8%,x,11%,1%,x
CCOC(=O)c1c(NC(C)=O)c2c3c(sc2n1Cc1nc(-c2ccc(Cl)cc2)oc1C)CCCC3,x,8%,0%,14%,x,1%,u,x
NC(=O)COC(=O)CSc1cccc2cccc(Cl)c12,19%,-9%,-6%,-9%,7%,1%,0%,-8%
O=C(NCCOCCn1c(=O)oc2ccccc21)Nc1ccc(Cl)cc1,x,1%,-7%,-24%,x,-10%,-3%,x
CCc1cccc2c(-c3ccc(F)cc3)nc(SCC(=O)Nc3ccccc3)nc12,x,-3%,1%,-1%,x,-8%,-1%,x
CCCSc1ncc(Cl)c(C(=O)Nc2sc3c(c2C(=O)NCCOC)CCCC3)n1,x,u,u,u,x,-11%,0.1µM*[quencher],x
COCCNC(=O)Cn1cc2c(n1)-c1c(oc(C(=O)N3CCCC3)c1C)CC2,x,-16%,8%,-16%,x,-6%,-3%,x
CCS(=O)(=O)Nc1cccc(C2=NN(S(=O)(=O)c3ccccc3)C(c3ccco3)C2)c1 (centres undefined),x,x,-6%,u,x,-20%,-1%,9%
Cc1oc2ccc(Br)cc2c(=O)c1-c1nn[nH]n1,7%,5%,-2%,10%,2%,0%,-2%,-4%
CCCN1C(=O)/C(=C/c2ccc(C)o2)SC1=Nc1ccc(OCC)cc1,-14%,u,4%,-15%,7.9µM*,11%,3%,6%
O=C(O)C1CCCCC1C(=O)Nc1ccc(F)c(F)c1 (centres undefined),10%,-14%,9%,-16%,0%,-6%,-1%,-3%
COC(=O)[C@@]1(Cc2ccccc2)[C@H]2c3cc(C(=O)N4CCCC4)n(CCO)c3C[C@H]2CN1C(=O)c1ccccc1,x,-15%,0%,-10%,1%,u,-5%,4%
CCOc1ccc(NC(=O)Cn2c(=O)nc(-c3ccccc3)c3ccccc32)cc1,x,5%,-6%,-1%,x,-3%,1%,x
CCn1c(C(=O)Nc2ccc(C)cc2C)cc2sc(Cl)cc21,x,-9%,1%,-11%,x,2%,8%,x
CCCOc1ccc(C2c3c(oc4ccccc4c3=O)C(=O)N2CCCN2CCOCC2)cc1 (centres undefined),-1%,-14%,-4%,-3%,8.9µM*,-6%,-1%,-28%
COCCn1c(SCC(=O)Nc2cc(C)on2)nc2c(c1=O)SC(C)C2 (centres undefined),x,x,-9%,-19%,x,-10%,-3%,4%
Cc1ccc(-c2csc(/C(C#N)=C/c3ccccc3Cl)n2)cc1,x,u,-8%,u,x,u,2%,x
Cn1ncc2c(Sc3ccc(Cl)cc3)ncnc21,1%,0%,-1%,2%,x,-7%,-1%,-5%
O=C(NCCc1ccccc1)c1cc(Nc2ccccc2)nc2ccccc12,x,-9%,-6%,u,x,u,-1%,x
COc1ccc(OC)c(NC(=O)CN(c2ccc(OC)c(Cl)c2)S(C)(=O)=O)c1,-4%,-12%,-14%,-23%,0%,-3%,-3%,2%
Cc1ccc2oc(=O)n(CCNC(=O)Nc3ccc(Cl)cc3)c2c1,x,0%,-10%,u,x,u,-2%,x
CC1CCN(c2cc3c(cc2F)c(=O)c(S(=O)(=O)c2cccc(Cl)c2)cn3Cc2ccccc2)CC1,x,-3%,7%,-9%,x,-9%,-17%,x
CS(=O)(=O)N1CCC(C(=O)Nc2c(F)cccc2F)CC1,x,1%,-3%,-1%,10%,7%,-2%,-3%
Cc1ccc([N+](=O)[O-])cc1NC(=O)C(C)N1CCCCC1 (centres undefined),x,-6%,4%,-9%,u,-1%,0%,-2%
CCc1ccccc1NC(=O)CSc1nnc(-c2ccc(OC)cc2)s1,x,-7%,1%,0%,x,u,-15%,x
Cc1cccc(CCNC(=O)c2cc(=O)[nH]c3ccc(Br)cc23)c1,5%,3%,-5%,-3%,4%,-3%,-1%,-5%
COc1ccc(C(CC(=O)NCc2ccccc2Cl)N2Cc3ccccc3C2=O)cc1OC (centres undefined),x,4%,-3%,-7%,x,-1%,1%,x
COc1ccccc1NS(=O)(=O)c1ccc(OC)c([N+](=O)[O-])c1,3%,10%,2%,0%,u,-1%,-1%,11%
COc1ccc(CNC(=O)C(=O)Nc2ccccc2OC)cc1,x,-3%,4%,-14%,x,-9%,-14%,x
O=C(/C=C/Nc1ccc(S(=O)(=O)Nc2ncccn2)cc1)c1ccc(Cl)c(Cl)c1,2%,-9%,0%,-5%,u,2%,1%,-13%
Cc1nc2nc(SCC(=O)NCCc3ccc(Cl)cc3)nn2c(C)c1Cc1ccccc1Cl,x,-17%,-6%,-13%,x,5%,-3%,x
CCN(CC)CC#CCC(C)(c1ccccc1)c1ccccc1,-6%,-10%,-14%,-11%,5%,-20%,1%,1%
Cn1nnnc1SCC(=O)Nc1cccc(S(=O)(=O)N2CCCC2)c1,7%,1%,0%,1%,u,3%,0%,-2%
Cn1cc(S(=O)(=O)N2CCCCCC2)cc1C(=O)N1CCN(c2ccc(Cl)cc2)CC1,x,-11%,4%,-15%,x,3%,-3%,x
Cn1/c(=N/NC(=O)c2ccccc2Br)sc2ccccc21,6%,u,-1%,-10%,7%,-6%,-1%,-1%
O=C1CS(=O)(=O)C2(C(=O)N(Cc3cccc(F)c3)c3ccccc32)N1c1ccccc1 (centres undefined),x,-10%,-2%,-17%,x,-13%,-31%,x
CCCCCOc1ccc(CSC(=N)N)cc1[N+](=O)[O-],-6%,u,-11%,-25%,-4%,-2%,-2%,3%
O=C1NC(=S)N(C(=O)c2ccc(F)cc2)/C1=C/c1cccnc1,3%,u,3%,-11%,x,4%,0%,3%
Cc1nnc(SCC(=O)NC23CC4CC(CC(C4)C2)C3)s1,6%,6%,3%,10%,u,5%,0%,4%
CC(=O)Nc1sc(C)c(C)c1CN1CCN(Cc2ccccc2)CC1,-2%[11.4 µM],-2%,1%,2%,1%,-1%,1%,-2%
O=C(NCCCl)NNC(=O)c1cc2ccccc2cc1O,-3%,-10%,-2%,-7%,x,3%,0%,2%
O=C(CCn1ccnc1)Nc1nc2ccccc2[nH]1,-8%,-1%,1%,2%,2%,1%,-1%,-4%
Cc1sc2nc(Cc3ccccc3)[nH]c(=O)c2c1-c1ccccc1,-9%,3%,6%,7%,5%,-4%,0%,0%
NC(=O)NNc1ncc(C(F)(F)F)cc1Cl,25%,-6%,2%,-1%,u,11%,2%,-2%
CCOC(=O)c1cc(C#N)c(SC)nc1-c1ccccc1,37%[activator],-17%,7%,-21%,u,1%,0%,1%
Cn1ncc(Cl)c1C(=O)Nc1sc2c(c1C(N)=O)CCC2,38%[activator],-17%,0%,-2%,u,5%,-5%,-2%
